AMA1 RON2 block: disrupts binding of P. falciparum AMA1 to RON2; AlphaScreen AMA1-biotinylated RON2 peptide binding; Potency, µM (series often up to 58.2 µM), for inactives: at the top dose activity change, negative = inhibition, hits mostly inhibitors; 0.2% of 360,000 active; AID 720542;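 also: potency is read from the fitted curve at half-maximal effect; 0% = vehicle wells and -100% = peptide control; nearly all actives have a fitted effect of over 45% in size; some results filed as inactive show a strong effect at the top dose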
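AMA1 (3D7) with his tag at 25 nM final met compounds first, then biotinylated RON2 peptide at 25 nM; detection used donor plus acceptor beads, 10 µg/mL apiece, read by AlphaScreen after 30 min at room temperature.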
AmpC inh detg: AmpC beta-lactamase inhibition with detergent present | AmpC hydrolysis of nitrocefin, absorbance 480 nm, 0.01% Triton | Potency, µM (top dose mostly 114 µM), without a hit: at the highest dose activity change, negative = inhibition, hits mostly inhibitors | 0.041% of 370,000 active | AID 485294;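 also: potency is read from the fitted curve at half-maximal effect; 0% = no-compound wells and -100% = no-enzyme wells; nearly all actives have a fitted effect of over 25% in size; some results filed as inactive show a strong effect at the top dose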
Target sequence (P00811 whole entry, looked up): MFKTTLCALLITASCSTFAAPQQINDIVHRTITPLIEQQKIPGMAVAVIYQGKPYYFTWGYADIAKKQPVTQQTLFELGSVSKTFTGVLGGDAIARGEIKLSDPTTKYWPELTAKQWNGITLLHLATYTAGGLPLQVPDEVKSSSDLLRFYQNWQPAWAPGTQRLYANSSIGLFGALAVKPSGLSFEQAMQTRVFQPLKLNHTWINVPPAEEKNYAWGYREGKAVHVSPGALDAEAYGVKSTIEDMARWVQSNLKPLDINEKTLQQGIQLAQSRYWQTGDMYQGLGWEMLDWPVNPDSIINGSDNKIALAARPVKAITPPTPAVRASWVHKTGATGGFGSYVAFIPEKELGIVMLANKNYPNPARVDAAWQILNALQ
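20 mM phosphate pH 7.0 + 0.01% (detergent screen) or 0.0001% Triton X-100; 5.3 nM AmpC reagent; cpd preinc 15 min RT; nitrocefin (800 uM stock) to start; A480 q20 s × 4 min; Activity was normalised to no-enzyme and no-compound control wells.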
Sm TGR block: blocks Schistosoma mansoni thioredoxin glutathione reductase; Q962Y6; purified TGR, DTNB reduction, TNB absorbance 405 nm; Potency, µM (top dose mostly 114 µM), inactives show at the highest dose activity change, negative = inhibition, hits mostly inhibitors; 3% of 360,000 active; AID 485364; also: potency is read from the fitted curve at half-maximal effect; nearly all actives have a fitted effect of over 60% in size
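First, TGR (20 nM dispensed) and NADPH were mixed with compound. Second, a 15 min room-temperature incubation followed. Third, further NADPH and then DTNB were added to start the reaction. Finally, TNB absorbance was monitored kinetically.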
FBPA Giardia inh: blocks Giardia fructose-bisphosphate aldolase activity; A8B2U2; purified Giardia FBPA; Potency, µM (series often up to 59.6 µM), for the others: at the top dose activity, negative = inhibition, most hits filed as inhibitors; 0.71% of 290,000 active; AID 2451; also: potency is read from the fitted curve at half-maximal effect; nearly all actives have a fitted effect of over 55% in size
Target sequence (A8B2U2 whole entry, looked up): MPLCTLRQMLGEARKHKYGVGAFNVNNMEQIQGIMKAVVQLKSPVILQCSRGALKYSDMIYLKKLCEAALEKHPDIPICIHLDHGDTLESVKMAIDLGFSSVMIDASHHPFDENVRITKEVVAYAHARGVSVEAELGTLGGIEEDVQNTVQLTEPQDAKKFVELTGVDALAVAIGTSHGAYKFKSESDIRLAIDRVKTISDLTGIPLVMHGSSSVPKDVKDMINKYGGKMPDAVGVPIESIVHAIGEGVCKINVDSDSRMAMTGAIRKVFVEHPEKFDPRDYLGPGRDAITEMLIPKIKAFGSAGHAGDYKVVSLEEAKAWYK
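Giardia FBPA (40 nM reagent) was preincubated 10 min at RT with compound (up to 57.5 uM final), then substrate plus GAPDH/TPI/NAD/arsenate coupling system with diaphorase/resazurin was added; resorufin fluorescence (525/598 nm) was read after 20 min.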
HCV inhibitor: blocks hepatitis C virus; 3.4% of 340,000 active; Potency, µM (series often up to 41.8 µM), for the others: top-dose activity change, negative = inhibition, hits mostly inhibitors; Huh7.5.1 HCVcc-Cre infection, luciferase reporter, 44 h; also: potency is read from the fitted curve at half-maximal effect
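Cells seeded at 1,000/well and cultured 4 h, then compounds added followed by HCVcc-Cre virus (~0.5 moi). After 44 h further culture, luciferase substrate was added, plates held 15 min at room temperature, and luminescence read for 15 sec.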
HCMV antiviral: human cytomegalovirus inhibition | HFF cells, HCMV-luciferase reporter, 72 h; hits give low values | activity change, negative = inhibition, % at 57.5 µM | 4.5% of 410,000 active | AID 1259415; in the data active = activity change below about -60%; inconclusive = no clear call, values can overlap the other calls; inactive = above about -39%
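HFF cells seeded 16 h at 37C, treated with compounds, infected with luciferase-reporter HCMV at MOI 1 PFU/cell; luciferase read at 72 h post infection, normalized to buffer-only and Salinomycin controls.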
Active calls of the source: *; ? = inconclusive; . = not tested or not shown; [ ] = another dose, or the depositor's remark. Unless noted, calls follow the shape of the dose curve; as a rule, active = well fitted curve in the direction sought with a large enough effect; inconclusive = small, poorly fitted or top-dose-only effect, or another doubt; inactive = no such curve, though single readings can be large; an effect the other way counts as inactive or inconclusive. Unless noted, % is scaled to controls: 0 for no effect and ±100 for the full control effect.

SMILES	AMA1 RON2 block	AmpC inh detg	Sm TGR block	FBPA Giardia inh	HCV inhibitor	HCMV antiviral
O=C(Cc1ccccc1)NCC(=O)OCC(=O)c1cccc([N+](=O)[O-])c1	0%	-3%	?	-4%	-1%	15
Cc1nn(-c2ccccc2)c(C)c1/C=N/NC(=O)c1ccccc1NS(=O)(=O)c1cccs1	38%[activator]	0%	4%	16%	3%	-5
Cc1cccc(NS(=O)(=O)c2ccc(C3CCCCC3)cc2)n1	-11%	-9%	-9%	27%	11%	-5
COc1ccc(C(=O)Nc2ccccc2C(=O)N2CCCCC2C)cc1 (stereo not given)	12%	-2%	8%	2%	3%	?
CCN1CCN(C(=S)NC(CC(=O)c2ccccc2)c2ccccc2)CC1 (stereo not given)	2%	10%	13%	2%	5%	35
COc1cc(/C=C2/SC(=S)N(c3c(C)n(C)n(-c4ccccc4)c3=O)C2=O)ccc1O	-24%	-6%	-11%[57.1 µM]	-16%	-10%	-31
Nc1nc2c3ccccc3nc(Cc3ccccc3)n2n1	5%	-1%	-4%	1%	-9%	-13
Cc1n[nH]c(C)c1S(=O)(=O)N1CCN(S(=O)(=O)c2cccc(F)c2)CC1	1%	-12%	-8%	.	6%	-4
O=C(O)c1cccc(S(=O)(=O)Nc2ccc(S(=O)(=O)N3CCOCC3)cc2)c1	-8%	1%	1%	13%	17%	-34
O=C(CN1C(=O)NC(Cc2c[nH]c3ccccc23)C1=O)Nc1cccc(S(=O)(=O)N2CCCC2)c1 (stereo not given)	-10%	17%	0%	5%	?	53
CCOC(=O)c1cc(OC(=O)c2ccccc2Cl)n(-c2ccccc2)n1	.	1%	7%	.	.	-20
CCN(CC)c1ccc(CNCCc2ccc(F)cc2)cc1	-22%	-2%	10%	-9%	?	9
COc1ccc(CN2C(=O)N(c3ccc(OC)cc3)C(=O)C2CC(=O)Nc2ccccc2)cc1 (stereo not given)	-2%	5%	11%	2%	4%	105
CCOCCCNC(=O)c1cc2c(-c3ccc(Cl)cc3)nn(C)c2s1	7%	-15%	-31%	0%	?	142
COc1ccc(CN(C)C(=O)c2sccc2-c2ccccc2)c(OC)c1	-4%	0%	1%	-6%	?	-23
Cc1ccc(S(=O)(=O)N2CCN(C(=O)CSc3nnc(C)c(=O)[nH]3)CC2)cc1	-14%	?	-1%	28µM*	20%	22
CC(C)(C)NS(=O)(=O)c1cc2c3c(c1)CCN3C(=O)CC2	-4%	-15%	0%	-2%	-8%	-11
CC(CN1CCCC(C(N)=O)C1)c1ccccc1 (stereo not given)	9%	?	5%	5%	7%	-16
COc1ccc(S(=O)(=O)N2CCCC2=O)cc1N(C)S(C)(=O)=O	-6%	-15%	1%	-7%	20%	5
NC(=NCCc1ccccc1)NS(=O)(=O)c1ccc2ccccc2c1	17%	-11%	-11%	-1%	4%	-11

The closing 5 compounds of the section before lead into the next.
SMILES	AMA1 RON2 block	AmpC inh detg	Sm TGR block	FBPA Giardia inh	HCV inhibitor	HCMV antiviral
Cc1ccc(S(=O)(=O)N2CCN(C(=O)CSc3nnc(C)c(=O)[nH]3)CC2)cc1	-14%	?	-1%	28µM*	20%	22
CC(C)(C)NS(=O)(=O)c1cc2c3c(c1)CCN3C(=O)CC2	-4%	-15%	0%	-2%	-8%	-11
CC(CN1CCCC(C(N)=O)C1)c1ccccc1 (stereo not given)	9%	?	5%	5%	7%	-16
COc1ccc(S(=O)(=O)N2CCCC2=O)cc1N(C)S(C)(=O)=O	-6%	-15%	1%	-7%	20%	5
NC(=NCCc1ccccc1)NS(=O)(=O)c1ccc2ccccc2c1	17%	-11%	-11%	-1%	4%	-11
Cc1ccc2cc3c(nc2c1)N(c1ccccc1)CC3	36%[activator]	?	9%	1%	?	?
O=c1[nH]c(=O)n(C2CCCCCC2)c(O)c1C=NCCCN1CCOCC1	6%	?	-5%[11.4 µM]	-2%	0%	21
COc1ccc(CCNC(=O)CCCn2ncn3c(cc4occc43)c2=O)c(OC)c1	12%	?	5%	1%	-15%	-25
O=C(Nc1ccccc1)c1ccccc1OCC(O)CN1C(=O)c2ccccc2S1(=O)=O (stereo not given)	6%	-19%	-7%	21%	5%	-30
O=C(CN1CCN(S(=O)(=O)c2ccccc2)CC1)Nc1ccc2c(c1)OCO2	-11%	-2%	1%	-4%	-15%	-20
COCCCNC(=O)c1cc(Nc2ccc(OC)cc2OC)nc2ccccc12	-1%	-5%	-5%	2%	-21%	-5
O=S(=O)(NCCc1ccc(Cl)cc1)c1cccc2cccnc12	10%	-6%	-3%	4%	4%	2
C[C@H]1CN([C@@H](C)CO)C(=O)c2cccc(NC(=O)Nc3ccc(F)cc3)c2O[C@@H]1CN(C)Cc1ccc(C(=O)O)cc1	-1%	.	.	.	-10%	-11
COc1cc2c(cc1N/C=C(\C#N)c1nc(-c3ccccc3)cs1)oc1ccccc12	4%	-6%	4%	3%	14%	-32
CC1CN(C2CCN(S(=O)(=O)c3ccccc3)CC2)CC(C)O1 (stereo not given)	?	?	-1%	-28%	23%	-2
Cc1ccc2c(cnn2C(=O)CCC(=O)N2CCCCC2)c1	-3%	-15%	0%	6%	-2%	9
O=C(O)CNc1nc(-c2ccccc2)c2cc([N+](=O)[O-])ccc2n1	-3%	-3%	-14%	?	?	14
CC(C)(C)C1CCc2onc(C(=O)NCc3ccc(F)cc3)c2C1 (stereo not given)	-3%	-7%	10%	2%	7%	-21
Cc1c(NC(=O)COC(=O)c2ccc(Br)o2)c(=O)n(-c2ccccc2)n1C	16%	6%	8%	5%	-17%	19
Cc1cccc(NC(=O)c2cccc(C(=O)Nc3cccc(C)n3)c2)n1	-5%	?	10%	?	12%	94
COc1ccc(C2CC(=O)Oc3cc(OC)ccc32)cc1 (stereo not given)	-2%	.	.	-1%[89.2 µM]	?	16
O=C(c1cccc(C(F)(F)F)c1)N1CCC(=O)N(C(CO)Cc2ccccc2)CC1 (stereo not given)	-3%	.	.	.	25%	-13
CO/N=C(\C)c1ncc(C(F)(F)F)cc1N1CCOCC1	14%	3%	1%	4%	3%	45
C=CCn1c(SCC(=O)NC2CCS(=O)(=O)C2)nnc1-c1cc2c(s1)CCC(CC)C2 (stereo not given)	-1%	-2%	5%	2%	-7%	?
CCOc1cccc(C(=O)Nc2ccncc2)c1	11%	-10%	14%	3%	?	-23
CN(CC1CCOCC1)C(=O)CC1C(=O)NCCN1Cc1ccc(Cl)c(F)c1 (stereo not given)	0%	0%	28µM*	-21%	-2%	0
CCCC(=O)Nc1ccc(C(=O)Nc2nnc(COCC)s2)cc1	6%	5%	-30%	-3%	-1%	12
O=C(N=C1SC2CS(=O)(=O)CC2N1c1ccc(OC(F)(F)F)cc1)C1CC1 (stereo not given)	17%	0%	7%	.	27%	-32
O=C(CCSc1ccccc1)NCCSc1ccccn1	11%	-10%	-14%	3%	12%	-15
O=C1C(Cl)=C(NCC2CCCO2)C(=O)N1Cc1ccccc1 (stereo not given)	5%	3%	0%	2%	-11%	-12
CCN(CC)S(=O)(=O)c1ccc(OC(C)C)c(N)c1	-8%	-8%	-2%	1%	18%	-3
OCCN1CCN(CC(O)COc2ccc(-c3ccccc3)cc2)CC1 (stereo not given)	5%	?	-1%	-9%	?	67
COc1ccccc1OCC(=O)Nc1ccc(S(=O)(=O)N2CCCC2)cc1	-7%	-2%	1%	4%	-14%	26
O=C(O)c1cccc(S(=O)(=O)NCC2COc3ccccc3O2)c1 (stereo not given)	-10%	.	.	.	15%	-5
Cc1cc(Cl)ccc1NC(=O)CN1CCCC1	0%	?	-3%	-1%	-13%	6
Cc1nc2scc(C)n2c(=O)c1S(=O)(=O)Nc1cccc(O)c1	.	13%	1%	.	.	1
O=C(c1cc(S(=O)(=O)N2CCCC2)c(Cl)cc1Cl)N1CCCC1	0%	6%	9%	13%	5%	13
Cc1ccc(Sc2ncccc2[N+](=O)[O-])cc1	-27%	-10%	-7%	-6%	11%	-19
O=C(c1ccc(CS(=O)c2ccccc2Cl)o1)N1CCN(c2ccccc2)CC1 (stereo not given)	3%	5%	-25%	.	-25%	?
CCCCCCNC(=O)c1ccc(Br)o1	15%	-7%	-23%	1%[89.2 µM]	4%[8.37 µM]	36
CCOc1ccc(CCNC(=O)COC(=O)c2c(C)nn(-c3ccccc3)c2C)cc1OCC	-2%	?	5%	.	?	-99*
CCOC(=O)C(NC(C)=O)(NS(=O)(=O)c1ccccc1)C(F)(F)F (stereo not given)	5%	-1%	-4%	1%	0%	23
CCCCCCCC(=O)NC(Nc1ccccc1OC)C(Cl)(Cl)Cl (stereo not given)	26%	?	8%	-4%	?	-23
Cc1ccc(C(=O)c2oc3ccccc3c2NC(=O)Cc2coc3c(C)c(C)ccc23)cc1	.	-3%	-2%	.	.	-11
COc1ccc2oc3c(c2c1)NC(=O)CN=C3c1ccccc1	13%	-5%	1%	4%	10%	46
O=[N+]([O-])c1cc(-c2cccnc2)n[nH]1	-5%	.	.	.	?	-34
O=C(Nc1nnc(C2CC2)s1)C1COc2ccccc2O1 (stereo not given)	-4%	4%	?	4%	-4%	40
CC(C)(C)Cc1nnc(NC(=O)CN2C(=O)c3ccccc3C2=O)s1	4%	2%	-2%[57.1 µM]	-10%	0%	-12
OCCN(Cc1ccccc1)CC(O)COc1ccc2c(c1)OCO2 (stereo not given)	-12%	-4%	?	7%	6%	-31
Cc1cccc(N2CCN(C(=O)C3CCN(S(=O)(=O)c4ccc5c(c4)oc(=O)n5C)CC3)CC2)c1C	.	-1%	-4%	.	.	?
O=C(COC(=O)c1n[nH]c2ccccc12)c1cc(F)ccc1F	11%	5%	1%	-6%	1%	-23
CCN(CC)c1ccc2cc(-c3nc4ccccc4[nH]3)c(=O)oc2c1	88%[activator]	0%	-1%	-21%	?	.
O=C(c1ccco1)N1CCN(S(=O)(=O)c2ccc3c(c2)OCCO3)CC1	-7%	?	-5%	9%	-4%	10
CNC(=O)CN1C(=O)c2cccnc2Sc2ccccc21	.	-1%	-4%	.	.	17
NS(=O)(=O)c1ccc(NN=C2CCN(Cc3ccccc3)CC2)c([N+](=O)[O-])c1	-7%	3%	-3%	-3%	17%	0
c1ccc(Nc2ccnc(Nc3ccccc3)n2)cc1	0%	2%	11%	-16%	?	-5
Cc1cccc(NC(=O)c2cc(NC(=O)C3CC=CCC3C(=O)O)ccc2N2CCOCC2)c1 (stereo not given)	-5%	-12%	11%	1%	?	8
Cc1ccc(NC(=O)CSc2n[nH]c(=O)n2C2CC2)cc1S(=O)(=O)N1CCOCC1	-1%	0%	3%	6%	5%	-21
Cc1cccc(-c2noc(CCC(=O)Nc3ccc(C(N)=O)cc3)n2)c1	-10%	0%	-5%	5%	1%	93
Nc1nc(-c2ccc3c(c2)CCC(=O)N3)cs1	-6%	-1%	-9%	-11%	0%	49
O=C1C2CCCN2C(c2ccccc2)N1c1ccc(F)cc1 (stereo not given)	6%	-5%	0%	2%	18%	-24
CCOC(=O)c1c(NC(=O)C(C)Sc2cn(CCNC(=O)c3ccccc3OC)c3ccccc23)sc2c1CCC2 (stereo not given)	.	-2%	-23%	.	.	-8

Screening results from PubChem BioAssay.
